Source: PubChem (Sanford-Burnham Center for Chemical Genomics)
Mdm2-MdmX inh = human Mdm2/MdmX binding inhibition; O15151+Q00987; SaOS-2 split-luciferase Mdm2/MdmX complementation, luminescence; inhibition, % at 8 µM; 330,000 compounds, 3% hits; AID 485346;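 active = inhibition of at least 50% at 8 µM in the primary screen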
Target sequence (O15151 whole entry, looked up): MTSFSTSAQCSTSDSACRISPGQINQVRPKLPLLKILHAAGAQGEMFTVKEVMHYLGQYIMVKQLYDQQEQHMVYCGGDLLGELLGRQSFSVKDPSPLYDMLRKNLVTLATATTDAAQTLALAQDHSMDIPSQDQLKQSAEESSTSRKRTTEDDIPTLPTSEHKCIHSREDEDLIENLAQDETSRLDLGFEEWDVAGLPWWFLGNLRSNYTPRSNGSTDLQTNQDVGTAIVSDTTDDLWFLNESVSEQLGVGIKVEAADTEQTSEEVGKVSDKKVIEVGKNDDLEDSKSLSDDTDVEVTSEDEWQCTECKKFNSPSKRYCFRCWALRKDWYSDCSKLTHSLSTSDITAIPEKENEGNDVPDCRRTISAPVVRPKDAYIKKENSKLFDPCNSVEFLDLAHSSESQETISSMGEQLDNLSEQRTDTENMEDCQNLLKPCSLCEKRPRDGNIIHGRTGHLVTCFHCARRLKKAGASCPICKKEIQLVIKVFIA
Target sequence (Q00987 whole entry, looked up): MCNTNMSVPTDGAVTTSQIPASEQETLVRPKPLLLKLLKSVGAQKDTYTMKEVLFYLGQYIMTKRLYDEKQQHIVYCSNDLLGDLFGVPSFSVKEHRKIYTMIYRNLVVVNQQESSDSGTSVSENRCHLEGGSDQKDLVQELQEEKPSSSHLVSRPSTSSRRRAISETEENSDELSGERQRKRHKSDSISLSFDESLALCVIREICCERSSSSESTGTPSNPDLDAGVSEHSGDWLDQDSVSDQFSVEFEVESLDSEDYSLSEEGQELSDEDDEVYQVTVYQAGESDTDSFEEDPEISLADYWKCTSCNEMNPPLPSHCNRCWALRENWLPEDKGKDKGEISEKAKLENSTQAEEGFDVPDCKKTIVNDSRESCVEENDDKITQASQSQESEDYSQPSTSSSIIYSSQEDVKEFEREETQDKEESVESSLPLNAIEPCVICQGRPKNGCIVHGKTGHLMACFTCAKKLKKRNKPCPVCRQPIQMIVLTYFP
XBP1 UPR activ = activators of adaptive arm of unfolded protein response (XBP1); CHO-XBP1 luciferase reporter, IRE1-XBP1 UPR activation, luminescence; percent of tunicamycin response, DMSO as zero; activation, % at 20 µM; 330,000 compounds, 0.33% hits; AID 463104;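 active = versus positive control, 20 µM dose yields 30% or more activation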;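 also: 100% = tunicamycin at 10 µg/mL and 0% = DMSO only wells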
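Material: CHO cell line with stable XBP1 luciferase reporter; schedule: 16-18 h cell attachment at 37 °C, then 6 h compound exposure; signal: glow luminescence from Steady-Glo reagent; medium: serum-containing F12 medium, 10% FBS; benchmarks: tunicamycin 10 µg/mL and vehicle-only wells; read-out: percent activation relative to tunicamycin reference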
tim23-1 inh = inhibits growth of tim23-1 mutant yeast. S. cerevisiae tim23-1 growth, BacTiter-Glo luminescence, 24 h. inhibition, % at 20 µM. 330,000 compounds, 1.3% hits;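 active = growth inhibition of the mutant yeast at or above 50%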;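 also: temperature-sensitive mutant grown at 25 °C; plate controls were DMSO-treated mutant yeast for no effect and medium wells lacking yeast for full effect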
UPR CHOP act = apoptotic UPR (CHOP) activation. 330,000 compounds, 0.34% hits. AID 449763. CHO-CHOP luciferase reporter, luminescence; percent of tunicamycin response over DMSO baseline. activation, % at 10 µM;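 active = at 10 µM dose, activation of 40% or more, normalized to positive control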;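 also: 100% = tunicamycin at 10 µg/mL and 0% = DMSO alone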
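System: CHO-CHOP luciferase reporter cell line; amount: 500 cells/well; buffer or medium: F12 medium containing 10% fetal bovine serum; incubation: 6 h compound exposure at 37 °C after overnight seeding; measured by: luciferase luminescence after 10 min with Steady-Glo reagent; evaluation: % reporter activation, DMSO baseline versus tunicamycin full activation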
Jurkat NFkB inh = lowers PMA/ionomycin-induced NF-kB signal in Jurkat cells; PMA/ionomycin-induced NF-kB luciferase reporter, luminescence; inhibition, % at 4 µM; 330,000 compounds, 0.53% hits; AID 435003; in the data active = inhibition above about 50%
tim10-1 inh = tim10-1 yeast growth inhibition. S. cerevisiae tim10-1 ts strain growth, BacTiter-Glo, 24 h. inhibition, % at 20 µM. 330,000 compounds, 2.2% hits;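 active = inhibition of at least 40%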;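 also: mutant grown at 25 °C; 0% = DMSO wells with yeast and 100% = wells holding no yeast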
697 NFkB inh = lowers PMA/ionomycin-induced NF-kB signal in 697 B cells | 697 B-cell NF-kB luciferase reporter, 16 h | inhibition, % at 4 µM | 330,000 compounds, 0.33% hits | AID 435022; in the data active = inhibition above about 35%
TIM10 inh = inhibits growth of TIM10 yeast strain; S. cerevisiae TIM10 strain growth, BacTiter-Glo luminescence, 24 h; inhibition, % at 10 µM; 330,000 compounds, 1.4% hits; AID 463195;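 active = inhibition of 40% or more at the single tested concentration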;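 also: wild-type TIM10 isogenic control strain grown at permissive 25 °C; 0% = DMSO yeast wells and 100% = minimal medium wells without yeast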
* hit, by the source's call. Compounds as they come; 6.6% or so of the library scored in one or more.

1. CCOC(=O)N1CCN(C(=O)/C(=C\c2ccc(SC)cc2)NC(=O)c2ccccc2)CC1
2. CCN1c2ccccc2-c2nc3ccccc3n2C1c1ccccn1 (stereo not drawn)
3. Cc1ccc(NCCC(=O)c2ccc(Cl)cc2)cc1
4. Cc1ccc(-c2nc(NC(=O)CSc3nnc4scc(-c5ccccc5)n34)ns2)cc1
5. CCOC(=O)Nc1ccc2c(CN3CCC(C(=O)OC)CC3)cc(=O)oc2c1
6. CCN(Cc1ccccc1)C(=O)C1CCN(Cc2sccc2C)CC1
7. CCOC(=O)Cn1c(=O)oc2cc(S(=O)(=O)Nc3ccc(F)cc3)ccc21
8. CCc1nnc(N/N=C/c2cc(Br)c(O)cc2O)n1N
Screen / compound no.	1	2	3	4	5	6	7	8
Mdm2-MdmX inh	10	0	-2	30	-13	-8	-17	-5
XBP1 UPR activ	-3	-4	-1	-2	0	-1	-1	-2
tim23-1 inh	13	23	0	4	40	7	-7	4
UPR CHOP act	1.2	-2.3	3.5	-0.8	0.5	-1.4	0.2	-0.7
Jurkat NFkB inh	-3	1	-19	25	-10	-6	11	15
tim10-1 inh	15	15	-5	10	38	11	0	5
697 NFkB inh	-8	-13	-18	-20	4	-3	1	-3
TIM10 inh	16	11	-1	6	34	-6	3	2

9. CN(Cc1nc(Cc2cccc(F)c2)no1)CC1COCCO1 (stereo not drawn)
10. COc1ccccc1-c1c(C)oc2c(CN3CCOCC3)c(O)ccc2c1=O
11. O=C(CCl)N1CCN(S(=O)(=O)c2ccc3ccccc3c2)CC1
12. O=C(c1cccc(S(=O)(=O)N2CCCC2)c1)N1CCCC(C(F)(F)F)C1 (stereo not drawn)
13. CC1=N/C(=C\c2ccc(OC(C)C)cc2)C(=O)N1c1ccc(C(=O)O)cc1
14. CCN(CC)c1ccc(/C=N/N2C(=O)c3ccccc3C2=O)c(O)c1
15. Cc1cccc(OCC(=O)N/N=C/C=C/c2ccco2)c1
16. CN(C)S(=O)(=O)c1cccc(NC(=O)CCCSc2ccccc2)c1
Screen / compound no.	9	10	11	12	13	14	15	16
Mdm2-MdmX inh	1	7	49	13	6	29	11	6
XBP1 UPR activ	-2	-8	-14	-2	6	5	-1	4
tim23-1 inh	13	11	42	-176	17	-2	14	17
UPR CHOP act	0.4	1.2	-4.6	0.1	-1.0	4.4	1.7	1.1
Jurkat NFkB inh	-7	-2	12	-4	6	11	4	-3
tim10-1 inh	26	4	40*	-54	13	12	9	14
697 NFkB inh	5	-2	16	15	-4	-12	2	4
TIM10 inh	8	-14	33	-118	6	8	-7	27

17. O=C(N/N=C/C=C/c1ccccc1[N+](=O)[O-])c1cccnc1
18. COc1ccc(C(O)c2coc3ccc(O)c(CN(C)C)c23)cc1 (stereo not drawn)
19. O=C(NCc1ccco1)C1CCCN(S(=O)(=O)c2cc(Cl)ccc2Cl)C1 (stereo not drawn)
20. Cc1ccc(S(=O)(=O)NCC2NCCc3ccccc32)cc1 (stereo not drawn)
21. C=CCn1cc(C(=O)NCCCOCC)c(=O)c2cc(S(=O)(=O)N(CC)CC)ccc21
22. O=C(O)c1n[nH]nc1-c1ccccc1
23. O=c1[nH]c(-c2ccccc2Cl)nc2c1sc(=S)n2-c1ccccc1
24. CCn1c(C(=O)NC2CCC(C)CC2)cc2sccc21 (stereo not drawn)
Screen / compound no.	17	18	19	20	21	22	23	24
Mdm2-MdmX inh	-14	21	-5	12	17	-12	3	-29
XBP1 UPR activ	0	-2	-2	-3	-2	4	-3	0
tim23-1 inh	11	15	4	2	-5	7	27	13
UPR CHOP act	-0.5	0.6	-0.1	1.5	-0.4	-0.6	1.2	3.5
Jurkat NFkB inh	-13	-5	3	5	7	-6	0	-50
tim10-1 inh	5	1	10	19	15	-5	32	21
697 NFkB inh	16	11	4	4	7	15	2	-41
TIM10 inh	-5	-8	-17	19	2	8	9	4

Reprinted from the part before: 2 entries, then new ones.
23. O=c1[nH]c(-c2ccccc2Cl)nc2c1sc(=S)n2-c1ccccc1
24. CCn1c(C(=O)NC2CCC(C)CC2)cc2sccc21 (stereo not drawn)
25. COc1ccc(-n2c(=O)c3ccccc3c3ccccc3c2=O)cc1
26. COc1ccc(-c2c(C(F)(F)F)nn(C)c2NC(C)=O)cc1
27. CC(C)N1CC(C(=O)Nc2ccc(Cl)c([N+](=O)[O-])c2)CC1=O (stereo not drawn)
28. CCN(C(=O)c1ccc(NC(=O)c2ccco2)cc1)c1ccccc1
29. O=C(O)CC(c1ccc(OC2CCCC2)cc1)N1C(=O)c2ccccc2C1=O (stereo not drawn)
30. CS(=O)(=O)c1ccc(NCCN2CCOCC2)c([N+](=O)[O-])c1
31. COc1ccc(NC(=O)COC(=O)C2C3CC4OC(=O)C2C4C3)cc1 (stereo not drawn)
32. COC(=O)CNC(=O)CCC(=O)N1CCN(C(c2ccccc2)c2ccccc2)CC1
Screen / compound no.	23	24	25	26	27	28	29	30	31	32
Mdm2-MdmX inh	3	-29	20	2	16	25	10	-13	-11	24
XBP1 UPR activ	-3	0	-2	-2	-1	-5	2	-2	-1	-7
tim23-1 inh	27	13	16	-4	13	11	24	-3	-5	1
UPR CHOP act	1.2	3.5	0.3	-0.9	3.8	0.9	0.6	-0.4	1.1	-1.6
Jurkat NFkB inh	0	-50	6	2	5	-7	-13	4	15	-7
tim10-1 inh	32	21	21	-7	3	-10	20	0	12	-13
697 NFkB inh	2	-41	-12	8	2	10	7	15	4	9
TIM10 inh	9	4	-2	11	12	3	3	-6	-13	1

33. COc1ccc(N2CC(NS(=O)(=O)c3cccs3)CC2=O)cc1OC (stereo not drawn)
34. CC(Oc1ccccc1)C(=O)Nc1ccc(S(=O)(=O)Nc2nccs2)cc1 (stereo not drawn)
35. CCOc1ccc(S(=O)(=O)N(CC(=O)NC2CCCCC2C)Cc2ccco2)cc1 (stereo not drawn)
36. COc1ccc(OCC(=O)NCCNC(=O)c2ccncc2)cc1
37. CC(CCc1ccccc1)NCC(O)c1ccc(O)c(C(N)=O)c1 (stereo not drawn)
38. O=C(N/N=C/C=C/c1ccc2c(c1)OCO2)c1ccc([N+](=O)[O-])cc1
39. S=C(NCC1CCCO1)N1CCN(Cc2ccccc2)CC1 (stereo not drawn)
40. COc1cc(OC)cc(C(=O)NCC(=O)OCC(=O)Nc2ccc3c(c2)OCO3)c1
Screen / compound no.	33	34	35	36	37	38	39	40
Mdm2-MdmX inh	8	12	-3	-6	-23	41	-6	23
XBP1 UPR activ	-1	-3	-2	-7	-10	0	-1	0
tim23-1 inh	-13	7	28	-4	10	1	10	-10
UPR CHOP act	-0.7	-0.8	1.2	3.6	0.6	1.0	0.7	-0.9
Jurkat NFkB inh	-19	8	7	16	12	2	0	7
tim10-1 inh	-21	12	19	-2	5	0	9	8
697 NFkB inh	-12	12	18	12	-9	0	13	13
TIM10 inh	-7	-9	18	1	3	2	-22	13

41. NC(=O)CCCSc1nc2ccccc2[nH]1
42. O=C(Cc1ccccc1Cl)N1CCOCC1
43. CN(C)S(=O)(=O)c1cccc(NC(=O)COc2cccc3ccccc23)c1
44. O=c1c(Cc2ccccc2)c(O)ccn1Cc1ccc2c(c1)OCO2
45. Cc1cccc(CCNC(=O)C2CCCN(c3cnccn3)C2)c1 (stereo not drawn)
46. Cn1sc(NC(=O)c2ccccc2)nc1=O
47. COc1ccc(S(=O)(=O)N2CCOCC2)cc1NC(=O)c1ccc(=O)[nH]c1
48. Cc1cnc(C(=O)NCC(c2ccccc2)c2ccccc2)cn1
Screen / compound no.	41	42	43	44	45	46	47	48
Mdm2-MdmX inh	18	-9	23	3	0	11	-10	20
XBP1 UPR activ	-2	-2	-2	2	-2	2	-2	-3
tim23-1 inh	-5	-1	30	-13	-1	8	11	5
UPR CHOP act	-0.1	1.1	0.1	0.5	-1.1	0.7	0.3	-0.8
Jurkat NFkB inh	8	2	-1	-7	11	8	5	-4
tim10-1 inh	2	-7	41*	-20	19	1	9	-9
697 NFkB inh	22	12	3	18	-5	1	14	-6
TIM10 inh	13	10	16	-6	-6	3	1	-30

49. O=C(NC1CCCc2ccccc21)C1CCN(c2nnc(-n3cccc3)s2)CC1 (stereo not drawn)
50. Cc1cccn2c(=O)c3cc(C(=O)NC4CCCC4)c(=N)n(C4CCCC4)c3nc12
51. FC(F)(F)c1cccc(N2CCN(C(=S)NC3CCCC3)CC2)c1
52. Cc1ccccc1NC(=O)c1sc2nc3c(c(-c4ccco4)c2c1N)CCC3
53. Cn1c(SCc2ccc(Br)cc2)nc2c(c1=O)SCC2
54. COc1cc(C(=S)N2CCOCC2)cc(OC)c1OC(=O)c1cccc(C)c1
55. CCc1ccc(S(=O)(=O)N/N=C\c2cn(CC(N)=O)c3ccccc23)cc1
56. Cc1ccnc(NS(=O)(=O)c2ccc(NC(=O)C(C)(C)C)cc2)n1
Screen / compound no.	49	50	51	52	53	54	55	56
Mdm2-MdmX inh	-9	17	9	-28	13	5	7	6
XBP1 UPR activ	2	-1	1	0	-3	-5	-4	-2
tim23-1 inh	8	-1	14	24	22	21	8	5
UPR CHOP act	1.0	1.4	-0.2	1.1	-1.6	-1.3	-0.1	0.2
Jurkat NFkB inh	14	-26	12	0	9	18	-9	3
tim10-1 inh	-2	20	15	26	6	9	0	1
697 NFkB inh	-2	31	6	5	-28	-5	-24	20
TIM10 inh	-1	22	34	19	-22	4	13	-24

57. COC(=O)c1sccc1NC(=O)c1ccco1
58. CCCC(=O)NC(c1ccco1)c1cc(Cl)c2cccnc2c1O (stereo not drawn)
59. Cc1ccc(-c2cc(C(F)F)nc(N3CCC(C)CC3)n2)cc1
60. COc1ccc(N(CC(=O)Nc2ccc(C)cc2)S(=O)(=O)c2c(C)noc2C)cc1
61. CCCOc1ccc(/C=N/NC(=O)CSc2ccccn2)cc1OC
62. O=C(c1c(F)cccc1Cl)N1CCN(S(=O)(=O)c2ccc3c(c2)OCCCO3)CC1
63. CN(C)c1ccnc(C(=O)O)c1
Screen / compound no.	57	58	59	60	61	62	63
Mdm2-MdmX inh	-25	65*	1	2	15	-13	7
XBP1 UPR activ	6	0	-1	-9	4	-3	-1
tim23-1 inh	4	48	-15	19	18	33	24
UPR CHOP act	1.9	-1.8	-0.7	0.1	9.3	1.6	-0.7
Jurkat NFkB inh	-20	-31	-17	7	-11	0	4
tim10-1 inh	20	50*	6	15	7	32	-5
697 NFkB inh	-39	-76	-14	-20	-14	-12	9
TIM10 inh	-3	21	-34	-2	9	14	1

Gathered by group, the entries above containing a furan ring, fused or not.
15. Cc1cccc(OCC(=O)N/N=C/C=C/c2ccco2)c1
18. COc1ccc(C(O)c2coc3ccc(O)c(CN(C)C)c23)cc1 (stereo not drawn)
19. O=C(NCc1ccco1)C1CCCN(S(=O)(=O)c2cc(Cl)ccc2Cl)C1 (stereo not drawn)
28. CCN(C(=O)c1ccc(NC(=O)c2ccco2)cc1)c1ccccc1
35. CCOc1ccc(S(=O)(=O)N(CC(=O)NC2CCCCC2C)Cc2ccco2)cc1 (stereo not drawn)
52. Cc1ccccc1NC(=O)c1sc2nc3c(c(-c4ccco4)c2c1N)CCC3
57. COC(=O)c1sccc1NC(=O)c1ccco1
58. CCCC(=O)NC(c1ccco1)c1cc(Cl)c2cccnc2c1O (stereo not drawn)
Screen / compound no.	15	18	19	28	35	52	57	58
Mdm2-MdmX inh	11	21	-5	25	-3	-28	-25	65*
XBP1 UPR activ	-1	-2	-2	-5	-2	0	6	0
tim23-1 inh	14	15	4	11	28	24	4	48
UPR CHOP act	1.7	0.6	-0.1	0.9	1.2	1.1	1.9	-1.8
Jurkat NFkB inh	4	-5	3	-7	7	0	-20	-31
tim10-1 inh	9	1	10	-10	19	26	20	50*
697 NFkB inh	2	11	4	10	18	5	-39	-76
TIM10 inh	-7	-8	-17	3	18	19	-3	21
